mcGAS MS inh – inhibitors of mouse cGAS. Q8C6L5. inhibition, % at 12.5 µM. recombinant mouse cGAS, cGAMP by RapidFire MS. AID 1259397. 0.18% of 130,000 active;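 active = inhibition of cGAS enzyme activity at or above 60%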;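 note: enzyme stimulated by 45 bp dsDNA with ATP and GTP substrates; cGAMP share of summed cGAMP plus half ATP and half GTP signals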
Target sequence (Q8C6L5 whole entry, looked up): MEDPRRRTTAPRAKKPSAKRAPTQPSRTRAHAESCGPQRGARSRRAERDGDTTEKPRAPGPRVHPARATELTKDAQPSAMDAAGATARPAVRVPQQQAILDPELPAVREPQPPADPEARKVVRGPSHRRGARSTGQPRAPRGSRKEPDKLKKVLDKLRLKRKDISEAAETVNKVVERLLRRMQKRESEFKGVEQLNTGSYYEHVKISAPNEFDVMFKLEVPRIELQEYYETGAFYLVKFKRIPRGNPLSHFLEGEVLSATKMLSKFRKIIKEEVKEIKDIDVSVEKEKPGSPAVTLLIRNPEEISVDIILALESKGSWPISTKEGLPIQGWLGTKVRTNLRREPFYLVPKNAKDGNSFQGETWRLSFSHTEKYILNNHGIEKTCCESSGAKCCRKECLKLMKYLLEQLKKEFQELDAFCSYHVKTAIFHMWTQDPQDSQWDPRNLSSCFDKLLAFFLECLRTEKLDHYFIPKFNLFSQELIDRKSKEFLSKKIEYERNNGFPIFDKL
* = called active by the depositor; & = joins results of further samples. These rows are one share of the data; rates above refer to the full screens.

SMILES	mcGAS MS inh
O=C(Cn1c2ccccc2c(=O)c2ccccc21)NCCCN1CCOCC1	-5.8
Cc1ccc(C=C(C#N)C(=N)C(C#N)C#N)s1	-0.2
c1ccc2oc(-c3csc(Cc4nnc5n4CCCCC5)n3)cc2c1	1.9
COc1ccccc1/C=C1N=C(/C=C\c2cccc([N+](=O)[O-])c2)OC/1=O	-1.2
NC1=NC2(CCSC2)n2c(nc3cc4c(cc32)OCCCO4)N1 (stereo not given)	-3.6
C=C(C)CC(C)=NNc1ccc([N+](=O)[O-])cc1[N+](=O)[O-]	-7.5
CCOC(=O)c1c[nH]n2c(=O)cc(CN(CC(O)COc3cccc4ccccc34)C(C)C)nc12 (stereo not given)	0.0
C=c1ccccc1=c1[nH]/c(=C/c2ccc3c(c2)OCO3)c(=O)o1	21.3
Cc1ccc2nc(CSc3nnc(NC4CC4)s3)cc(=O)n2c1	0.1
Cn1c(C(=O)NCCN)cc(Br)c1Br	-22.7
O=C(NC1CCCCC1)NN1C(=O)C(=Cc2cccs2)SC1=S	-16.3
COC(=O)C(Nc1ccc(OC)cc1)(c1cc(OC)c(O)c(OC)c1)C(F)(F)F (stereo not given)	-4.3
CN(C)c1ccc(S(N)(=O)=O)cc1N	-8.8
CCN(CCn1cccn1)C(=O)Cn1nnnc1CN1CCCCCC1	-2.7
CNc1cccc(-c2ccc(C(=O)N3CCOCC3)cc2)n1	-3.9
O=C(NC1CCCCCCC1)C(c1ccccc1)n1cccn1 (stereo not given)	1.1
N#CC(C(=O)CCn1cc(Br)ccc1=O)c1ccccn1 (stereo not given)	2.0
COC(=O)c1ccc(Cn2nc(C)c3cnn(-c4ccccc4)c3c2=O)o1	-8.5
O=c1n(CCn2cncn2)nc(C2CCNCC2)n1-c1ccccc1	-2.9
CC(Nc1snc(Cl)c1C#N)C(=O)Nc1ccccc1 (stereo not given)	-14.9&-2.6
COc1ccccc1N1CCn2c1nc1c2c(=O)[nH]c(=O)n1C	1.1
Cc1csc(-c2cc3ccc(O)c(CN4CCN(CCO)CC4)c3oc2=O)n1	-6.5
OCC1(CCc2ccccc2)CCN(Cc2c(F)ccc(F)c2F)CC1	-7.0
CCOc1ccc(OCCCOc2ccccc2OC)cc1	-7.5
Cc1nnc(Sc2ccnc3cc(C(F)(F)F)ccc23)s1	-3.4

Quoted from the listing:
In mcGAS MS inh, `CNc1cccc(-c2ccc(C(=O)N3CCOCC3)cc2)n1` shows -3.9
In mcGAS MS inh, `COc1ccccc1N1CCn2c1nc1c2c(=O)[nH]c(=O)n1C` shows 1.1
In mcGAS MS inh, `O=C(NC1CCCCCCC1)C(c1ccccc1)n1cccn1` (stereo not given) shows 1.1
In mcGAS MS inh, `COc1ccccc1/C=C1N=C(/C=C\c2cccc([N+](=O)[O-])c2)OC/1=O` shows -1.2

Further entries
SMILES	mcGAS MS inh
CC(=O)c1cccc(OCC(=O)NC(c2ccccc2)C2CC2)c1 (stereo not given)	-5.3
COCCn1c(CN(Cc2ccccc2)Cc2ccccc2)nc2c1c(=O)n(C)c(=O)n2C	1.3
CCN(CC)S(=O)(=O)c1cc(C)cc(S(=O)(=O)c2ccc(Cl)cc2)c1C	-7.1
CC(C)(C)c1nc2cc(Cl)c([N+](=O)[O-])cc2o1	44.9
CC(C)(C)c1ncc2c(n1)CN(C(=O)c1ccc(-n3cnnn3)cc1)C2	-31.9
COc1ccc(CC2NC(=O)c3cnc(-c4cccc(C)c4)nc32)cc1 (stereo not given)	-1.7
CCOC1CC(N(C)C(=O)c2cnc[nH]2)C1(CC)CC (stereo not given)	2.6
CC(C)c1nc(C(C)NC(=O)c2ccc3[nH]c(=O)[nH]c3c2)cs1 (stereo not given)	0.5
COc1cccc(NC(=O)Cn2nc(C3CC3)c3cnn(-c4ccccc4C)c3c2=O)c1	-0.4
O=S(=O)(NCc1ccccc1)N1CCC(Oc2ccncc2)CC1	-11.9
Oc1ccc(CN2CCCC(N3CCN(c4ccccc4F)CC3)C2)c2ccccc12 (stereo not given)	-8.0
O=C(Nc1nc2ccc([N+](=O)[O-])cc2s1)C1CCCCC1	4.3
C#Cc1ccc(Oc2ccccc2)cc1	-8.5
NC(=O)c1c(NC(=O)COC(=O)c2cc3c(s2)CCC3)sc2c1CCC2	7.5
CN(C)CCNP1(=O)C=C(c2ccccc2)SC(c2ccccc2)=C1	-5.9
CC1(C(=O)NS(=O)(=O)c2cccs2)CCN1C(=O)Cc1ccc(Cl)cc1Cl (stereo not given)	-3.0
CN(Cc1cccs1)C(=O)c1cc(CN2CCC(O)CC2)on1	-29.9
COC(=O)CN1CCN(c2ccc(S(=O)(=O)N3CCOCC3)cn2)CC1	-8.2
O=C(C1CCCN(c2nc3nonc3nc2N2CCCCCC2)C1)N1CCOCC1 (stereo not given)	0.6
Cc1cc(CN(C)C(=O)CC(c2ccccc2)c2ccc3c(c2)OCO3)n[nH]1 (stereo not given)	-7.6
COc1ccc(/C=N\N=C2\CC(C)(C)Cc3n[nH]c(=O)cc32)cc1OC	-4.8
COc1ccc(C2c3sc(=S)[nH]c3SC3C(=O)N(c4ccc(C)cc4)C(=O)C32)cc1 (stereo not given)	2.6
CS(=O)(=O)c1ccc(Nc2nc(C(=O)NCc3cccnc3)cs2)cc1	-6.1
CN1C(=C2C=NN(C)P2(=O)N2CCCCCC2)C(C)(C)c2ccccc21 (stereo not given)	-40.4
COc1ccc(C)cc1NC(=O)CN1CCCC(C(F)(F)F)C1 (stereo not given)	-12.3

Some of the entries so far, comma-delimited:
molecule,mcGAS MS inh
CC(C)c1nc(C(C)NC(=O)c2ccc3[nH]c(=O)[nH]c3c2)cs1 (stereo not given),0.5
COc1cccc(NC(=O)Cn2nc(C3CC3)c3cnn(-c4ccccc4C)c3c2=O)c1,-0.4

Other compounds.
SMILES	mcGAS MS inh
CCC1CCN(C(=O)c2ccc(NC(=O)NC(C)C)cc2)C1 (stereo not given)	-11.0
c1cncc(NCCCNC2CCC3(CCNCC3)CC2)c1	0.7
CCN(CC)CCNCc1c(Cl)cccc1Cl	-11.8
CCC(NC(=O)Cc1cc(=O)[nH][nH]c1=O)c1nc(C)c(C)s1 (stereo not given)	-2.3
COc1ccc(CN2CCC2(C)C(=O)Nc2cccc(Br)c2C)cc1 (stereo not given)	-9.8
COC(=O)C(C)(C)NC(=O)CCC1CCCCN1C (stereo not given)	-6.1
CC(C)C(NCc1nc2ccccc2c(=O)[nH]1)c1ccc(C2CCCCC2)cc1 (stereo not given)	0.5
Cc1cc(C)n(C(=C(C(Cl)=C(Cl)Cl)[N+](=O)[O-])n2nc(C)cc2C)n1	0.9
Cn1cnnc1SCCNC(=O)c1ccc2c(c1)ncn2-c1ccccc1	-1.0
CC(=O)NCCNc1nc2cc(-c3cccc(Cl)c3)sc2c(=O)n1C	8.4
O=C1CSC(N2CCOCC2)=N1	-10.3
CNc1snc(C)c1C(=O)N(C)Cc1ccc(C(F)(F)F)cc1	-15.0
c1sc2c(c1CN1CCN(C3CCCCC3)CC1)CCCC2	-5.3
O=c1c(C2=NCCCCC2)c(Nc2ccccc2)[nH]n1-c1ccccc1	-7.8
Cc1c(C(=O)NC2CCCC2)sc(=O)n1Cc1ccc(F)cc1	0.3
O=C(CC1NC(=O)c2ccccc21)NCc1cnc(-c2ccccc2)s1 (stereo not given)	-8.7
S=c1[nH]c2ccccc2c2c1CCC2	-7.7
C1CCN(c2nc3nonc3nc2N2CCN(CC3CC3)CC2)C1	3.6
CN(CC(=O)Nc1ccc(F)cc1)Cc1ccc(F)cc1	-8.7
O=C(NS(=O)(=O)CCCF)C1(c2ccccc2)CCC1	0.7
COc1cccc(NC(=O)C(c2ccccc2)N2CCOCC2)c1 (stereo not given)	-11.3
COc1ccc(S(=O)(=O)NCCCn2nc(-c3ccncc3)ccc2=O)cc1F	0.4
CC(C)CC(NC1=NCc2ccccc21)C(=O)O (stereo not given)	-8.4
Cc1nc(CNC(=O)CC2C(=O)NCCN2Cc2cccs2)nc2c1CCCC2 (stereo not given)	-2.0
O=C(Nc1ccccc1N1CCOCC1)c1cc2c(s1)CCCC2	-12.8

Going on with the list:
SMILES	mcGAS MS inh
COc1ccccc1CCC(=O)NCc1cccnc1N(C)C	-33.5
Cc1ccc(C)c(S(=O)(=O)N=C2C=C(Br)C(=O)c3ccccc32)c1	-8.3
Cc1ccc(C2OCCCC2Nc2nn3c(=O)ccnc3s2)cc1 (stereo not given)	11.5
CC1=C(C(=O)N2CCOCC2)C(c2ccc(Br)s2)NC(=O)N1C1CC1 (stereo not given)	-2.4
Cc1csc(Sc2cc(=O)n3cc(Cl)ccc3n2)n1	-0.6
O=C(NCC(=O)N1CCN(c2ccccc2)CC1)c1ccc2c(c1)OCO2	-5.6
O=C(CSc1ccc(NC(=O)C2CC2)nn1)Nc1ccc(F)cc1	10.0
NC(=O)C1CCN(C2CC(=O)N(Cc3ccc4c(c3)OCO4)C2=O)CC1 (stereo not given)	1.3
Cc1cccc(C(=O)N(Cc2ccc(F)cc2)Cc2cc(N)ccc2N(C)C)c1	-6.3
C(=NNc1ccc2ccccc2n1)c1ccc2c(c1)OCO2	5.1
Cc1cccc(NC(=S)NC2CC3CCC2C3)n1 (stereo not given)	18.0
OC(c1ccc(F)c(F)c1)c1ncc(-c2cccc(C(F)(F)F)c2)[nH]1 (stereo not given)	-6.2
CCN(C(=O)c1cccc(NC(=O)c2cc(C)nc(C)n2)c1)c1ccccc1	-11.1
CC(c1ccon1)N(C)Cc1cn(C)nc1-c1cccc(Cl)c1 (stereo not given)	-1.8
NC(=O)NC(=O)COC(=O)c1ccc([N+](=O)[O-])s1	2.2
c1ccc(CN=C2CCc3ccccc3N2)cc1	-1.6
O=S(=O)(c1ccccc1)N1c2ccccc2Sc2ccccc21	9.8
Cc1cc2c(=O)n(Cc3ccco3)c(SCC(=O)N3CCc4ccccc4C3)nc2s1	-6.6
CN1[C@@H]2CC(OC(=O)[C@H](CO)c3ccccc3)C[C@H]1[C@@H]1O[C@@H]12 (stereo not given in full)	-12.0
COc1cc2nc(Nc3nc(-c4ccccc4)c(C(C)=O)s3)sc2cc1OC	-5.0
CC[C@@H](C(=O)[C@@H](C)[C@@H](O)[C@H](C)[C@@H]1O[C@@H]([C@@H](CC)C(=O)O)CC[C@@H]1C)[C@H]1OC2(C=C[C@@H](O)[C@]3(CC[C@@](C)([C@H]4CC[C@](O)(CC)[C@H](C)O4)O3)O2)[C@H](C)C[C@@H]1C (stereo not given in full)	-3.6&1.2
O=C(CC1CCCC1)N1CCCN(CCN2CCOC2=O)CC1	-5.5
COCC(C)N(Cc1ccc2c(c1)OCO2)C(=O)c1csc(C)n1 (stereo not given)	-22.6
Cc1c(C)c(C)c(S(=O)(=O)NCCC(=O)NCC2CCCC2)c(C)c1C	1.8
CS(=O)(=O)NC1CCCN(C2c3ccccc3-c3ccccc32)C1 (stereo not given)	-6.7

Sorted by number of heavy atoms (rising): part of the list above.
SMILES	mcGAS MS inh
Cc1csc(Sc2cc(=O)n3cc(Cl)ccc3n2)n1	-0.6
O=C(CSc1ccc(NC(=O)C2CC2)nn1)Nc1ccc(F)cc1	10.0
NC(=O)C1CCN(C2CC(=O)N(Cc3ccc4c(c3)OCO4)C2=O)CC1 (stereo not given)	1.3

Other structures follow:
SMILES	mcGAS MS inh
Cc1cc(=O)[nH]c(-n2nc(C)c(CCC(=O)NCCCOC(C)C)c2C)n1	-3.4
O=C(CC(c1ccccc1)c1ccc2c(c1)OCO2)N1CCSCC1 (stereo not given)	-8.5
c1nc2ccc(Cc3ccc4nc[nH]c4c3)cc2[nH]1	8.5
Cn1cc(C(=O)NC2CCN(C(=O)CC3C=CCC3)CC2)cn1 (stereo not given)	-4.5
Cn1ccnc1-c1c(-c2ccccc2)ncn1CC1CNCCO1 (stereo not given)	18.3
CCCOc1ccc(-c2c(=O)n(O)c3ccccc3[n+]2[O-])cc1	-0.9
O=C(c1cnc(Nc2ccccc2)nc1)N1CCOC(C(F)(F)F)C1 (stereo not given)	19.0
CCN(CC)C(=O)c1cc2c(=O)n3cccc(C)c3nc2s1	-10.0&-5.5
COc1cc(C(=O)NNC(=O)CC23CC4CC(CC(C4)C2)C3)cc(OC)c1OC	-1.0
C=CCn1c(SCc2cc3c(cc2Br)OCO3)nnc1-c1ccncc1	-6.9
NC(=O)CSc1nc2c(c(=O)[nH]1)C(C1CCCCC1)Cc1ccccc1-2 (stereo not given)	-2.2
CCOc1ccc(CN2CCN(Cc3nc4c(s3)CCCC4)CC2CCO)cc1 (stereo not given)	-5.5
Cc1nc2c(C)cccn2c(=O)c1NC(=O)C(c1ccccc1)c1ccccc1	-9.4
CCN(CC(=O)Nc1ccccc1C(F)(F)F)S(=O)(=O)c1cccc(C#N)c1	-1.7
N#CC1C(=N)Oc2n[nH]c(-c3ccc4c(c3)OCO4)c2C1c1ccco1 (stereo not given)	-13.9
CCOC(=O)N1CCN(S(=O)(=O)c2ccc3ccccc3c2)CC1	-1.4
CCOC(=O)c1nn(-c2ccccc2C)c(=O)cc1OCc1ccc(C)cc1	-9.0
COC(=O)[C@]1(C)N[C@H](c2cnn(-c3ccccc3C)c2)[C@@H]2C(=O)N(C)C(=O)[C@@H]21	-10.2
O=C(NCCc1ccccc1)C(C1CCCC1)N1CCN(C(=O)C2CCC2)CC1 (stereo not given)	-4.6
O=C(c1cc(COc2cccc3cccnc23)on1)N1C[C@H]2CC[C@H]1C2	-5.8
CCCn1nnnc1CS(=O)C(C)C(=O)Nc1ccccc1 (stereo not given)	2.7
COc1cc(Cl)c(C)cc1NC(=O)CN1CC(C)CC(C)C1 (stereo not given)	-21.1
O=C(CNC(=O)c1ccoc1)NC1CCCc2ccccc21 (stereo not given)	-21.4
Cc1cc(CNC(=O)C2CCN(c3nc(-c4ccccc4)nc4c3CCC4)CC2)nn1C	-1.1
Cc1ccc(C)c(NC(=O)CC(C(=O)O)N2CCNCC2)c1 (stereo not given)	-10.0

New compounds follow
SMILES	mcGAS MS inh
Cc1ccoc1C(=O)NC1CCN(c2ccc(Cl)c(C#N)n2)CC1	-4.2&3.3
Cn1cccc1C(=O)NC(=O)COC(=O)C12CC3CC(CC(Cl)(C3)C1)C2	-7.7
C=C(C)CNC(=O)c1ccc2oc(CCCC)nc2c1	-5.0
CCC(C(=O)c1ccc2ncccc2c1)c1ccccc1 (stereo not given)	-8.2
c1cc(-c2nccn2Cc2ccco2)cc(-n2cccn2)c1	-36.1
CCC(NCCOC)c1nc2cc(Cl)ccc2c(=O)[nH]1 (stereo not given)	-2.1

High-throughput results as filed in PubChem.
